RXFP1 agonist: agonists of human relaxin receptor RXFP1 | HEK293T-RXFP1 cAMP TR-FRET, 30 min; response scale: percent of porcine relaxin response, buffer zero | Potency, µM (titrated, usually from 57.5 µM), for the others: at the top dose activation, hits mostly activators | Q9HBX9 | AID 2676 | 0.3% of 370,000 active; note: % is set by controls: 0 for no effect and ±100 for the full control effect; nearly all actives have a fitted effect of over 60% in size; many of its hits are not listed in these tables
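HEK293T cells stably expressing RXFP1 were pretreated with the PDE4 inhibitor Ro 20174, exposed to compounds for 30 min at 37C, lysed, and cAMP was read by TR-FRET. Data normalized to buffer (basal) and 29 nM porcine relaxin (100%).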
Vif-A3F inh: inhibitors of Vif-A3F interaction. 0.2% of 390,000 active. Potency, µM (titrated, usually from 46.1 µM), for the others: at the top dose activity, negative = active. AID 602313. HeLa A3F-eYFP + Vif (tagged APOBEC3F with the HIV-1 protein that degrades it), YFP fluorescence increase; note: % of control where 0% means no effect; nearly all actives have a fitted effect of over 65% in size
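Fluorescence increase (Ex 488/Em 500-530) after overnight compound treatment at 37 deg C flags inhibition of Vif-driven A3F-eYFP loss in stable HeLa A3F-eYFP/Vif cells seeded overnight beforehand.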
mIDH1 inhibitor: blocks human mutant IDH1 R132H enzyme; O75874; IDH1-R132H enzyme, NADPH consumption, diaphorase/resazurin fluorescence; Potency, µM (highest dose often 76.6 µM), for inactives: at the highest dose activity change, negative = inhibition, hits mostly inhibitors; 0.093% of 390,000 active; note: % is set by controls: 0 for no effect and ±100 for the full control effect; nearly all actives have a fitted effect of over 65% in size
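IDH1-R132H (0.5 ug/mL dispensed) in pH 7.5 Tris buffer was preincubated 30 min with compound, then given a substrate mix of 0.016 mM NADPH and 2 mM alpha-KG for 80 min at room temperature; remaining NADPH was read by diaphorase/resazurin fluorescence.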
ALOX12 inh: ALOX12 (human) lipoxygenase inhibition; P18054; purified 12hLO, xylenol orange hydroperoxide absorbance; Potency, µM (series often up to 108 µM), for inactives: at the top dose activity change, negative = inhibition, usual class: inhibitors; AID 1671190; 1.1% of 580,000 active; note: % is set by controls: 0 for no effect and ±100 for the full control effect
Target sequence (P18054 whole entry, looked up): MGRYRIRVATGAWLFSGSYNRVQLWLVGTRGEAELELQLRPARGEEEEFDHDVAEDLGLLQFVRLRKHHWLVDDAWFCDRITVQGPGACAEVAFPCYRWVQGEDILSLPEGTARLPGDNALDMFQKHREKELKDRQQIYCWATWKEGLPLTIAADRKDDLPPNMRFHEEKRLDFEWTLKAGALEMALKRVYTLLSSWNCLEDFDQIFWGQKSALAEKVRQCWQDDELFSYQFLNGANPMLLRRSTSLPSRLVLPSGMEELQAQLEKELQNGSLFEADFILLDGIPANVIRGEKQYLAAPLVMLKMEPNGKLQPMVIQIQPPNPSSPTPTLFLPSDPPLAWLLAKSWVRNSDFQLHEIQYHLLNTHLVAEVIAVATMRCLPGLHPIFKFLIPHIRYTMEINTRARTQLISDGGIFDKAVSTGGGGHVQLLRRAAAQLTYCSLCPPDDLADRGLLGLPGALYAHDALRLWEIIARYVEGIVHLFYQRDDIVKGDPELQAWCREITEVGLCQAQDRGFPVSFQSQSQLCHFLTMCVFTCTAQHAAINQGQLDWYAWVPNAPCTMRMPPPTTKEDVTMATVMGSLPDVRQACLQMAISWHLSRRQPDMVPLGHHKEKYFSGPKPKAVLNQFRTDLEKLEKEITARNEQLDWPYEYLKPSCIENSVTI
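Hydroperoxide product was detected by ferrous iron/xylenol orange as the 573 to 405 nm absorbance ratio. Arachidonic acid at 40 uM (final) was turned over for 30 min at room temperature by 150 nM human 12hLO, pH 7.0 Hepes buffer, after 15 min compound preincubation.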
TrxR1 substrate: is turned over as a substrate by rat TrxR1 | O89049 | purified TrxR1 substrate turnover, NADPH consumption readout | Potency, µM (highest dose often 114 µM), for the others: top-dose activity change, negative = substrate turnover | 0.01% of 390,000 active; note: % is set by controls: 0 for no effect and ±100 for the full control effect; nearly all actives have a fitted effect of over 50% in size
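Rat TrxR1, dispensed at 90 nM, was prereduced with 400 uM NADPH (final) for 5 min at ~22 deg C, then incubated with compound 15 min before 400 uM selenite. A first-read NADPH fluorescence drop versus no-compound background flagged substrates.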
TrxR1 inh: rat TrxR1 inhibition; O89049; recombinant rTrxR1, NADPH fluorescence consumption, selenite substrate; Potency, µM (titrated, usually from 114 µM), for the others: top-dose activity change, negative = inhibition, hits mostly inhibitors; 1% of 390,000 active; AID 588453; note: % is set by controls: 0 for no effect and ±100 for the full control effect; nearly all actives have a fitted effect of over 65% in size
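Rat TrxR1 (90 nM in the dispensed reagent) was pre-reduced with 400 uM NADPH for 5 min at room temperature, then incubated with compound for 15 min. After 400 uM selenite was added, NADPH fluorescence (Ex 340/Em 450 nm) was followed for 8 min.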
RGS4 inhibitor: blocks human RGS4-accelerated GTP hydrolysis | Transcreener GDP fluorescence polarization, RGS4-accelerated GTP hydrolysis | Potency, µM (top dose mostly 114 µM), without a hit: at the top dose activity change, negative = inhibition, hits mostly inhibitors | 0.039% of 390,000 active | AID 504845; note: % is set by controls: 0 for no effect and ±100 for the full control effect; nearly all actives have a fitted effect of over 75% in size; some results filed as inactive show a strong effect at the top dose
Target sequence (P49798 whole entry, looked up): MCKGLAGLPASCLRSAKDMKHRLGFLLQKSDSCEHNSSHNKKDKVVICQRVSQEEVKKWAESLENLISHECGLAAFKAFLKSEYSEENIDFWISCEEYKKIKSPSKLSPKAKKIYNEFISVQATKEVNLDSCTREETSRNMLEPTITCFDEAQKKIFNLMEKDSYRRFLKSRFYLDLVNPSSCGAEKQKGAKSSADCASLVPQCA
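MLSMR compounds (23 nl, pin-transferred) preincubated 10 min at room temperature with a 500nM (2x) first reagent, then RGS4 at 900nM (2x) plus Transcreener GDP mix added; fluorescence polarization (620/688 nm) read before and after 90 min at 30 °C.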
Vif-APOBEC3G blk: blocks the Vif interaction with human APOBEC3G. HeLa A3G-eYFP + Vif (tagged APOBEC3G with the HIV-1 protein that degrades it), YFP fluorescence, overnight. 0.076% of 410,000 active. Q9HC16. Potency, µM (highest dose often 46.1 µM), without a hit: at the highest dose activity, negative = active, hits mostly inhibitors;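 note: % is set by controls: 0 for no effect and ±100 for the full control effect; nearly all actives have a fitted effect of over 60% in size; hits raise eYFP signal because A3G escapes Vif-driven loss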
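HeLa cells stably expressing Vif and C-terminally eYFP-tagged A3G, seeded overnight at 37 deg C, then exposed to compound by pintool overnight at 37 deg C. Rise in yellow fluorescence (Ex 488/Em 500-530, Acumen) marks blocked Vif-driven A3G degradation.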
USP1 inh: USP1/UAF1 (human) deubiquitinase inhibition; O94782; recombinant USP1/UAF1, Ub-Rhodamine cleavage fluorescence; Potency, µM (series often up to 57.1 µM), for inactives: at the highest dose activity change, negative = inhibition, most hits filed as inhibitors; 0.23% of 390,000 active; note: % is set by controls: 0 for no effect and ±100 for the full control effect; nearly all actives have a fitted effect of over 60% in size; inactives centre near -12
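1 nM enzyme complex + cpd, 15 min RT; start with Ub-Rho 150nM final; kinetic fluorescence ex 480/em 540, 6 reads q60 s. Buffer 50mM HEPES pH 7.8, 0.5mM EDTA, 0.1 mg/ml BSA, 1mM TCEP, 0.01% Tween-20.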
* = called active by the depositor; ? = inconclusive; / = no result given; [ ] = dose if it differs, or a comment. Calls come from the whole dose curve; as a rule, active = well fitted curve in the direction sought with a large enough effect; inconclusive = small, poorly fitted or top-dose-only effect, or another doubt; inactive = no such curve, though single readings can be large; an effect the other way counts as inactive or inconclusive. Potency is the fitted concentration of half-maximal effect.

(1) COc1ccc(C2=CCN3CCCCC3C2)c(-c2ccc(OC)c(OC)c2)c1 (stereo not given)
(2) Cc1ccc(-c2noc(CN(C)C(=O)c3ccoc3C)n2)cc1
(3) COc1ccc(Nc2nc(C(=O)N3CCc4cc(OC)c(OC)cc4C3)cs2)cc1
(4) COc1ccccc1NC(=O)Cn1cnc2ccc(S(=O)(=O)N3CCC(C)CC3)cc2c1=O
(5) CCCC(=O)NC(Nc1ccc(S(=O)(=O)Nc2cc(C)on2)cc1)(C(F)(F)F)C(F)(F)F

assay / entry	1	2	3	4	5
RXFP1 agonist	/	-4.7%	-1.8%	5.6%	/
Vif-A3F inh	-5%	-27%	-7%	3%	-12%
mIDH1 inhibitor	-15%	-10%	-7%	4%	1%
ALOX12 inh	0%	-3%	-4%	0%	4%
TrxR1 substrate	12%[57.1 µM]	4%	-5%	-8%	7%[57.1 µM]
TrxR1 inh	26%[57.1 µM]	15%	11%	3%	10%[57.1 µM]
RGS4 inhibitor	-6%	6%	14%	-11%	-6%[11.4 µM]
Vif-APOBEC3G blk	-11%	0%	-21%	-6%	1%
USP1 inh	-16%	-12%	-7%	-18%	-12%

The last two records of the part before lead into the next:
(4) COc1ccccc1NC(=O)Cn1cnc2ccc(S(=O)(=O)N3CCC(C)CC3)cc2c1=O
(5) CCCC(=O)NC(Nc1ccc(S(=O)(=O)Nc2cc(C)on2)cc1)(C(F)(F)F)C(F)(F)F
(6) NC(=O)C1CCN(C(=O)CCSCc2ccccc2)CC1
(7) COC(=O)c1cccc(C(=O)N2CCCC(C(=O)c3cc(F)ccc3F)C2)c1 (stereo not given)
(8) O=C(NC1CCCN(C2Cc3ccccc3C2)C1)c1ccc(F)cc1Cl (stereo not given)
(9) CCC(C)Oc1cccc(C(=O)Nc2ccccc2N2CCOCC2)c1 (stereo not given)
(10) Cn1c(NCC(O)CO)nc2c1c(=O)n(Cc1ccc(Cl)c(Cl)c1)c(=O)n2C (stereo not given)

assay / entry	4	5	6	7	8	9	10
RXFP1 agonist	5.6%	/	0.7%	0.1%	-0.5%	-2.0%	1.7%
Vif-A3F inh	3%	-12%	3%	4%	-2%	-11%	2%
mIDH1 inhibitor	4%	1%	7%	0%	0%	11%	-1%
ALOX12 inh	0%	4%	14%	-4%	24%	0%	1%
TrxR1 substrate	-8%	7%[57.1 µM]	7%	4%	-9%	3%	7%[57.1 µM]
TrxR1 inh	3%	10%[57.1 µM]	34%	12%	-30%	14%	22%
RGS4 inhibitor	-11%	-6%[11.4 µM]	-2%	6%	17%	-25%	-7%
Vif-APOBEC3G blk	-6%	1%	-2%	-1%	3%	-1%	-9%
USP1 inh	-18%	-12%	-22%	-24%	-15%	-21%	-9%

(11) O=C1c2ccccc2C(=O)c2c1cccc2N(CCO)CCO
(12) COc1ccc(CCNC(=O)CCCn2c(=O)c3ccccc3n(Cc3c(C)cc(C)cc3C)c2=O)cc1OC
(13) COC(=O)COc1ccc(S(=O)(=O)N2CCOCC2)cc1C
(14) NC(=O)NN=C1CCN2CCCc3cccc1c32
(15) CCN(CC)c1ccc(/C=C(/C#N)C(=O)NC(C)C)o1

assay / entry	11	12	13	14	15
RXFP1 agonist	0.7%	16%	1.6%	/	-2.9%
Vif-A3F inh	19%	-3%	0%	7%	?
mIDH1 inhibitor	0%	-17%	0%	-2%	-5%
ALOX12 inh	8%	-19%	0%	-28%	30%
TrxR1 substrate	-3%	-1%	2%	/	-6%[57.1 µM]
TrxR1 inh	2%	8%	11%	/	-39%
RGS4 inhibitor	-18%	2%	-18%	/	-20%
Vif-APOBEC3G blk	2%	-1%	2%	-16%	?
USP1 inh	-33%	-12%	-12%	-19%	25µM*

(16) COCCCNC(=O)c1cnn(-c2ccccc2Cl)c1C1CCN(C(=O)OC(C)(C)C)CC1
(17) C#CCOCCOCCOCCNc1nc(N2CCN(C(=O)[C@H](CCCCN)n3cc(C(N)CC(C)C)nn3)CC2)nc(N2CCN(C(=O)[C@H](CCC(=O)O)n3cc(C(N)[C@H](C)CC)nn3)CC2)n1 (stereo not given in full)
(18) COC(=O)C1=C(C(=O)OC)[C@@H]2N(Cc3ccccc3)c3ccccc3[C@@]23C[C@@H](C(=O)OC)N=C3N1
(19) NC(=O)C(c1ccc(Cl)cc1)c1ncc(C(F)(F)F)cc1Cl (stereo not given)
(20) CCOc1ccc(NC(=O)c2ccc(NC(=O)c3cn4c5c(c(N6CCN(C)CC6)c(F)cc5c3=O)OCC4C)cc2)cc1 (stereo not given)

assay / entry	16	17	18	19	20
RXFP1 agonist	-2.0%	2.9%	0.0%	1.8%	7.6%
Vif-A3F inh	2%	3%	5%	3%	1%
mIDH1 inhibitor	15%	15%	7%	2%	6%
ALOX12 inh	-7%	/	-10%	-13%	?
TrxR1 substrate	1%	10%	1%	-5%	53%[activator]
TrxR1 inh	25%	18µM*	2%	7%	8%
RGS4 inhibitor	4%	-18%	8%	-23%	2%
Vif-APOBEC3G blk	2%	0%	0%	1%	0%
USP1 inh	-8%	-24%	-22%	-18%	0%

(21) Cc1cnc(C(=O)Oc2ccc(-c3ccccc3)cc2)cn1
(22) CC[C@@]1(C(=O)OC)N[C@H](CN(C)S(=O)(=O)c2ccc(C(C)(C)C)cc2)[C@@H]2C(=O)N(Cc3ccccc3)C(=O)[C@@H]21
(23) Cc1c(Cl)cccc1NC(=O)CN1CCN(CCN=CC2=C(O)CC(c3ccccc3)CC2=O)CC1 (stereo not given)
(24) COc1cc(CC(=O)OCC(=O)NC2CCCCC2C)cc(OC)c1OC (stereo not given)
(25) CC(C(=O)OCC(=O)c1cccc([N+](=O)[O-])c1)N1C(=O)C2C3C=CC(C3)C2C1=O (stereo not given)

assay / entry	21	22	23	24	25
RXFP1 agonist	2.3%	/	2.6%	0.0%	1.3%
Vif-A3F inh	?	0%	3%	-6%	12%
mIDH1 inhibitor	10%	12%	7%	-8%	0%
ALOX12 inh	12%	-5%	4%	0%	16%
TrxR1 substrate	-2%	2%	-17%[57.1 µM]	3%	5%
TrxR1 inh	16%	9%	24%[57.1 µM]	15%	18%
RGS4 inhibitor	16%	-7%	15%	-4%	-17%
Vif-APOBEC3G blk	0%	-1%	0%	1%	0%
USP1 inh	-16%	-18%	-19%	-11%	-13%

(26) O=C(NCc1ccccc1)c1n[nH]nc1-c1ccccc1O
(27) CCCCCCc1c(C)c2ccc(OCC(=O)N[C@@H](Cc3ccccc3)C(=O)O)cc2oc1=O
(28) CN(c1ccc(C(=O)Nc2cccnc2)cc1)S(=O)(=O)c1ccccc1
(29) Cc1c(Br)c([N+](=O)[O-])nn1C(C)C(=O)N1CCCc2ccccc21 (stereo not given)
(30) CSc1ccc(CN2C(=O)NC3(CCCCC3)C2=O)cc1

assay / entry	26	27	28	29	30
RXFP1 agonist	1.2%	0.4%	0.5%	0.3%	1.8%
Vif-A3F inh	-5%	10%	18%	-3%	1%
mIDH1 inhibitor	12%	-11%	3%	2%	12%
ALOX12 inh	-9%	4%	-6%	10%	-2%
TrxR1 substrate	-2%	116%[activator]	-4%	9%	-2%[11.4 µM]
TrxR1 inh	1%	-31%	4%[57.1 µM]	14%	6%[11.4 µM]
RGS4 inhibitor	11%	-11%	22%	?	18%
Vif-APOBEC3G blk	-1%	1%	2%	0%	-3%
USP1 inh	-3%	-7%	2%	-11%	6%

(31) O=C1NC(=O)c2c(NC(=O)C3CCCO3)cccc21 (stereo not given)
(32) Cc1onc(-c2ccccc2Cl)c1-c1nc(-c2ccncc2)no1
(33) Cn1c(=O)n(C)c2cc(NS(=O)(=O)c3ccc(Br)cc3)c(NCc3ccccc3)cc21
(34) CCOC(=O)N1CCC(N2CCCC(CO)(Cc3cccc(OC)c3)C2)CC1 (stereo not given)
(35) Cn1c(=O)c2c(ncn2CC(=O)OCC(=O)NCCc2ccccc2)n(C)c1=O

assay / entry	31	32	33	34	35
RXFP1 agonist	5.8%	-0.9%	3.6%	0.8%	5.0%
Vif-A3F inh	-1%	-13%	-5%	3%	8%
mIDH1 inhibitor	1%	-1%	19%	-6%	5%
ALOX12 inh	13%	421%[activator]	-41%	-29%	1%
TrxR1 substrate	45%[activator][57.1 µM]	-3%	17%	3%	-3%
TrxR1 inh	5%[57.1 µM]	-10%	8%	20%	-4%
RGS4 inhibitor	4%	-1%	-1%	8%	7%
Vif-APOBEC3G blk	-6%	-8%	-20%	0%	0%
USP1 inh	-9%	-3%	-21%	-22%	-3%

(36) Cc1ccc(S(=O)(=O)N2CCOCC2)cc1C(=O)Nc1ccccc1N1CCOCC1
(37) CCn1c(SCC(=O)N2CCCCC2)nc(O)cc1=O
(38) COC(=O)c1cc(-c2ccccc2)n[nH]1
(39) CCOc1ccc(NS(=O)(=O)c2cc(C(=O)NCCCN3CCOCC3)ccc2C)cc1

assay / entry	36	37	38	39
RXFP1 agonist	2.6%	-2.8%	-0.4%	-1.6%
Vif-A3F inh	1%	1%	-2%	-14%
mIDH1 inhibitor	5%	0%	2%	8%
ALOX12 inh	-32%	8%	4%	27%
TrxR1 substrate	1%	-2%	5%	0%
TrxR1 inh	11%	10%	14%	-8%
RGS4 inhibitor	-16%	-16%	-21%	-19%
Vif-APOBEC3G blk	9%	3%	0%	3%
USP1 inh	-23%	-9%	-16%	-10%

Bioassay records deposited in PubChem BioAssay by National Center for Advancing Translational Sciences (NCATS).

Some of the compounds tested (hit frequency here may not be typical).
